# FBW7 activator: activators of human E3 ligase FBW7. Q969H0. AlphaScreen FBW7–phospho-cyclin E peptide binding, activator screen. normalized activity (activation), % at 26.1 µM. actives 0.13% (n = 650,000). AID 1259310; in the data active = normalized activity above about 1.9%;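 also: purified mutant Fbw7 with reduced substrate affinity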
# Target sequence (Q969H0 whole entry, looked up): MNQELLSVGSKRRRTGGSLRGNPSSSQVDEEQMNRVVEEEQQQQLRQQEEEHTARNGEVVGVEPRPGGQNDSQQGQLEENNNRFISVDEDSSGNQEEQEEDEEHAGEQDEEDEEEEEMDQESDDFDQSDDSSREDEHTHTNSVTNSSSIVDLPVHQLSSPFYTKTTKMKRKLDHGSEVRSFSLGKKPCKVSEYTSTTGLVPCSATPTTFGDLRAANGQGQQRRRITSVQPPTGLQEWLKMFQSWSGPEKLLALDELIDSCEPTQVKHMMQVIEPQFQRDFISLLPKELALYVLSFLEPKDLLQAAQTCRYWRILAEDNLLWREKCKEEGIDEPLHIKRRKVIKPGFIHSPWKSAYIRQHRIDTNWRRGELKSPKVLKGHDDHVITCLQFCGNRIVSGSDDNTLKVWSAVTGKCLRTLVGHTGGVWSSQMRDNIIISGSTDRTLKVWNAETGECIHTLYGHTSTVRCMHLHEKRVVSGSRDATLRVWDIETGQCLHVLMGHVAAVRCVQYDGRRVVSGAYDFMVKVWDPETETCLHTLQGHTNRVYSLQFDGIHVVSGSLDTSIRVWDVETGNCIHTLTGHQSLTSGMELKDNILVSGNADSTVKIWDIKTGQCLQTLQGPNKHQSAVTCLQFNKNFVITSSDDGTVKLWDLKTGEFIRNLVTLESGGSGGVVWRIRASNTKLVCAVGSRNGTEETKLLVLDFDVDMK
# MITF primary: blocks human microphthalmia-associated transcription factor; O75030; AlphaScreen MITF homodimerization, bead proximity signal; inhibition, % at 2.6 µM; actives 0.91% (n = 650,000); in the data active = inhibition above about 50%;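 also: 0% = vehicle wells with protein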
# TEAD-YAP inh: TEAD-YAP interaction inhibition; HEK-TIYL cells, TEAD-Gal4/YAP UAS-luciferase luminescence; actives 1.4% (n = 640,000); inhibition, % at 9.12 µM; in the data active = inhibition above about 32%;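 also: 0% = median of test compound wells and 100% = reference inhibitor wells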
# GPR151 activ: human GPR151 activation. actives 1% (n = 650,000). AID 1508602. PathHunter beta-arrestin GPR151 cells, luminescence. activation, % at 11.2 µM; in the data active = activation above about 4.9%;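 also: 0% = median of compound wells and 100% = cells with positive control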
# Target sequence (Q8TDV0 whole entry, looked up): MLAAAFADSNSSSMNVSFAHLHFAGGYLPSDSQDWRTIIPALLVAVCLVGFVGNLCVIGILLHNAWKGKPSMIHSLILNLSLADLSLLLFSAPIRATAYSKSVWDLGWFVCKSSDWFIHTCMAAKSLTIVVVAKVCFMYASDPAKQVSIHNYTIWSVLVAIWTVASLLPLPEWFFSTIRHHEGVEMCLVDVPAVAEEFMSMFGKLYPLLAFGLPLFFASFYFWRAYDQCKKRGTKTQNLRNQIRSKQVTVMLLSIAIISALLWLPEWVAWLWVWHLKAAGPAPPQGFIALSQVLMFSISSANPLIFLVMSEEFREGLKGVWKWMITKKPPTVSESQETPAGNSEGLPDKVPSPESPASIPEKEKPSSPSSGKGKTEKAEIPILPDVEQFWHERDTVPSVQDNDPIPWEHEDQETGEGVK
# * = called active by the depositor; & = joins results of further samples. The order is random; 3.4% or so of the library scored in one or more.
molecule,FBW7 activator,MITF primary,TEAD-YAP inh,GPR151 activ
CCOc1cc(C2C(C(=O)Nc3ccccc3)=C(C)Nc3ncnn32)ccc1OCc1ccccc1 (stereo not given),0.6,2,4,-1.4
O=C1NC(C(F)(F)F)(C(F)(F)F)N=C2SC=CN12,0.0,1,7,-0.7
O=C(CCN1C(=O)c2cccc([N+](=O)[O-])c2C1=O)Nc1ccc(C(=O)OC2CCCCC2)cc1,0.7,9,6,-1.0
Cc1[nH]c2ccc(Cl)cc2c(=O)c1CN1CCCC1,0.0,-3,10,2.1
COc1cc(OC)nc(Oc2ccccc2C(=O)NC(C)C)n1,-0.1,1,5,-1.2
O=C(CN1C(=O)C(=O)N(C2CCCC2)C1=O)Nc1cc(Cl)ccc1[N+](=O)[O-],0.0,2,5,-0.1
Cc1nn(Cc2ccccc2)c(Cl)c1C(=O)OCC#N,-0.1,5,-8,-0.2
COc1ccccc1NC(=O)CCC(=O)Nc1ccc2nc(N3CCOCC3)cc(C)c2c1,0.0,-2,-52,0.1
CC(=O)N(Cc1ccc(Cl)cc1)Cc1cc2c(C)cc(C)cc2n2nnnc12,0.2,12,-2,0.0
O=C1NCCCC1C(=O)Nc1ccc(NC(=O)C2CCCNC2=O)cc1 (stereo not given),-0.2,-13,-4,1.0
C=CCn1c(SCC(=O)NC2CCCCC2)nnc1-c1cccc([N+](=O)[O-])c1,-0.1,1,1,0.8
NC(=O)CSCc1ccc(Cl)cc1,-0.2,-11,9,-0.7
CNc1c([N+](=O)[O-])c(=O)oc2ccccc12,0.2&0.2,6&6,5&0,0.3&2.0
CC(NC(=O)c1ccco1)c1ccccc1 (stereo not given),-0.1,-5,7,-0.5
COCCNC(=O)c1cccc(-n2c(=S)[nH]c3cc(Cl)ccc3c2=O)c1,0.0,6,6,1.0

# Going on with the list.
molecule,FBW7 activator,MITF primary,TEAD-YAP inh,GPR151 activ
O=C(C1CC12CCN(Cc1ccc(CO)o1)CC2)N1CCN(C/C=C/c2ccccc2)CC1 (stereo not given),-0.1,-9,-6,-0.7
CCCCN1C(=O)C(=O)N(CC(=O)Nc2ccc(OC(F)(F)F)cc2)C1=O,0.0,-11,4,-0.2
CCCCNC(=O)CCCOc1cc(=O)n(C)c2ccccc12,-0.2,-3,-22,1.2
COC(=O)c1cc(S(=O)(=O)NCc2ccc(C)cc2)c[nH]1,-0.1,0,0,-0.3
CC1(C)OC2OC(C(=O)Nc3ccc(F)c(Cl)c3)C3OC(C)(C)OC3C2O1 (stereo not given),0.1,20,-4,1.4
CC1C(=O)Nc2ccc(S(=O)(=O)NCc3ccc(F)cc3)cc2NC1=O (stereo not given),0.1,-7,-10,-0.2
Nc1ncc(Br)cc1S(=O)(=O)NCCC(=O)NC1CCCCCC1,-0.1,5,0,-0.6
CCOc1ccc(C(=O)Nc2cc(-c3nc4cc(C)cc(C)c4o3)ccc2C)cc1[N+](=O)[O-],0.0,-6,-13,-0.4
Cc1ccccc1OCC(=O)Nc1ccc(N2CCOCC2)cc1,0.1,12,-14,-1.2
CCOC(=O)c1c(NC(=O)CCCCC(=O)Nc2sc3c(c2C(=O)OCC)CCC3)sc2c1CCC2,-0.1,3,1,-0.1
COC(=O)c1ccc(Cn2nc(-c3ccccc3)c(N3CCCCC3)cc2=O)cc1,-0.1,12,-7,0.5
N#Cc1nc(COc2ccccc2F)oc1N1CCCC1,0.0,13,-15,0.6
CC(C)NC(=O)/C(C#N)=C/c1ccc(-c2ccc([N+](=O)[O-])cc2Br)o1,-0.1,73*,-18,0.5
COCCOC(=O)C1=C(C)NC2=C(C(=O)CC(C)(C)C2)C1c1cccc(OCc2ccccc2)c1 (stereo not given),-0.1,3,0,0.3
CCOC(=O)CC(=O)CSc1nc(-c2ccccc2)ccc1C#N,0.7,17,11,-1.7

# Look-ups from the list.
# CCCCN1C(=O)C(=O)N(CC(=O)Nc2ccc(OC(F)(F)F)cc2)C1=O | MITF primary = -11
# CC1C(=O)Nc2ccc(S(=O)(=O)NCc3ccc(F)cc3)cc2NC1=O (stereo not given) | GPR151 activ = -0.2
# CCOC(=O)c1c(NC(=O)CCCCC(=O)Nc2sc3c(c2C(=O)OCC)CCC3)sc2c1CCC2 | FBW7 activator = -0.1
# CCOC(=O)CC(=O)CSc1nc(-c2ccccc2)ccc1C#N | MITF primary = 17
# CC1(C)OC2OC(C(=O)Nc3ccc(F)c(Cl)c3)C3OC(C)(C)OC3C2O1 (stereo not given) | MITF primary = 20

# New compounds follow:
molecule,FBW7 activator,MITF primary,TEAD-YAP inh,GPR151 activ
O=C(Cn1nnc(-c2ccccc2NC(=O)c2ccc(Cl)cc2)n1)Nc1ccccc1,0.2,-1,-3,-0.2
CC(=O)Nc1cccc(OCC(=O)Nc2ccc(Cl)cc2)c1,0.2,12,-30,0.8
O=S(=O)(c1cccs1)N1CC=C(c2ccccc2)CC1,0.0,5,-8,0.0
CCN(C(C)=O)c1nnc(CSc2nc3ccccc3s2)s1,0.1,17,-54,1.2
O=C1NC(=O)C(=Cc2cn(-c3ccccc3)nc2-c2cccnc2)C(=O)N1,-0.1,17,-1,-1.5
CCCCNC(=O)CNC(=S)N(CCCN1CCOCC1)Cc1cccs1,-0.1,-12,-9,-2.0
COC(=O)c1cc(NC(=O)c2ccccc2Br)cc(C(=O)OC)c1,0.0,-14,10,0.7
O=C(COc1ccc(Br)cc1)Nc1ccccc1N1CCCC1,-0.2,20,6,-1.5
O=C(CSc1nc2c(sc(=S)n2Cc2ccco2)c(=O)n1-c1ccccc1)c1ccccc1,0.2,21,-5,-1.2
O=C(O)c1cc(-c2ccccc2)nc2ccccc12,0.0&-0.1,11&-3,-4&3,0.5&0.0
COc1ccc(-n2c(CNC(=O)c3ccc(C(C)(C)C)cc3)n[nH]c2=S)cc1,0.1,7,1,-0.5
CCOc1ccc(NC(=O)CSc2ncc(-c3cccc(Cl)c3)o2)cc1,-0.1,11,13,-1.5
CN(C)c1ccc(-c2cnc3ccc(NCc4ccc(S(N)(=O)=O)cc4)nn23)cc1,0.1,-5,10,-1.3
O=C(Cc1cn(Cc2ccccc2)c2ccccc12)NCc1ccc2c(c1)OCO2,0.0,-4,-11,1.1
O=C(O)CSc1nnc(-c2cccc(Cl)c2)o1,0.1,-4,-3,-2.9

# Retrieved by structure from the entries so far:
molecule,FBW7 activator,MITF primary,TEAD-YAP inh,GPR151 activ
CCCCNC(=O)CNC(=S)N(CCCN1CCOCC1)Cc1cccs1,-0.1,-12,-9,-2.0
CC(=O)Nc1cccc(OCC(=O)Nc2ccc(Cl)cc2)c1,0.2,12,-30,0.8
CCOc1ccc(NC(=O)CSc2ncc(-c3cccc(Cl)c3)o2)cc1,-0.1,11,13,-1.5

# Further compounds follow:
# Results follow in this order: FBW7 activator	MITF primary	TEAD-YAP inh	GPR151 activ
O/N=C1/Cc2ccccc2OC1c1ccc(F)cc1 (stereo not given)
→ 0.0	-3	-13	-0.5
CS(=O)(=O)c1ccc(CCC(=O)O)cc1
→ 0.4	9	2	-1.3
CC1C=CCC2C(=O)N(c3ccc([N+](=O)[O-])cc3)C(=O)C12 (stereo not given)
→ -0.3	5	0	1.6
COc1cc([N+](=O)[O-])cc2cc(C(=O)Oc3cccc4cccnc34)c(=O)oc12
→ -0.1	12	15	-2.3
COc1ccc(/C=C2/SC(=S)N(CC(=O)O)C2=O)cc1
→ -0.1	6	1	-0.4
CC1(Cc2ccccc2Cl)C(=O)Nc2ccccc21 (stereo not given)
→ 0.1	-2	3	0.7
Cc1ccccc1-c1cc(C(=O)NCc2ccc(Cl)cc2)c2ccccc2n1
→ 0.1	19	-2	2.2
O=C(CCCN1C(=O)c2cccc3cccc(c23)C1=O)Nc1nncs1
→ 0.2	12	-7	-0.7
Nc1nc(-c2csc3ccccc23)nc2nc[nH]c12
→ -0.1	6	-42	0.4
CCn1c(Oc2ccccc2)nc2c1c(=O)n(C)c(=O)n2C
→ -0.2	12	23	0.5
CNC(=O)CSc1nnc(-c2ccc(N(C)C)cc2)n1C
→ 0.0	26	-11	0.1
COc1cccc(C2CC(c3cccs3)=NN2C(=O)CSc2nnc(CNC(=O)c3cccc(C)c3)n2C)c1OC (stereo not given)
→ -0.1	-3	6	0.8
Fc1ccc2c(c1)nc(NCCCn1ccnc1)c1nccn12
→ -0.1	4	3	-1.2
CCOc1ccccc1/C=C1/SC(N2CCCCC2)=NC1=O
→ 0.1	3	-23	-1.8
Cc1c(C)n(CC(O)CNCCCO)c2ccccc12 (stereo not given)
→ -0.3	28	9	2.9

# (listing goes on)
# Results follow in this order: FBW7 activator	MITF primary	TEAD-YAP inh	GPR151 activ
O=C(CNS(=O)(=O)c1ccccc1)OCC(=O)c1ccc(F)cc1
→ 0.0	13	9	-0.6
CC(Oc1ccccc1)C(=O)N1CCc2ccccc2C1 (stereo not given)
→ 0.0	-1	0	-0.2
COC(=O)c1ccc(-n2c(C)cc(C(=O)CSc3nnc4sc5ccccc5n34)c2C)cc1
→ -0.1	3	-2	2.2
O=C(NCC1CCCO1)c1ccc2c(c1)C(=O)N(c1ccccc1-c1ccccc1)C2=O (stereo not given)
→ -0.1	1	7	0.2
Cc1nc2c(C)cccn2c1C(=O)N1CCC2(CC1)OCCO2
→ -0.2	11	7	-0.9
Cc1cccc(NC(=O)C(NS(=O)(=O)c2cccs2)c2ccccc2)c1C (stereo not given)
→ 0.0	7	2	0.2
COC(=O)c1c(NC(=O)c2ccc(S(=O)(=O)N3CC(C)OC(C)C3)cc2)sc2c1CCN(C(C)C)C2 (stereo not given)
→ 0.5	-7	-2	-1.3
Cc1cccc2cc(CN(Cc3ccccc3)Cc3nnnn3CC3CCCO3)c(=O)[nH]c12 (stereo not given)
→ 0.0	9	-13	-0.2
O=C1CC(=O)Nc2cc(S(=O)(=O)Nc3ccc(Br)cc3)ccc2N1
→ 0.0	10	13	-0.6
Cc1ccc(CC(=O)NCCCN2CCOCC2)cc1
→ 0.2	13	5	-0.7
COc1ccccc1CC(=O)NCc1ccc(C)cc1
→ 0.0	-3	-8	-1.1
COCCn1c2c(c(=O)[nH]c1=O)C(c1ccc(C(C)C)cc1)C1=C(N2)c2ccccc2C1=O (stereo not given)
→ 0.3	4	4	-0.4
O=S(=O)(c1ccc(Cl)cc1)N1CCC(CO)(CCc2ccccc2)CC1
→ -0.1	9	7	1.4
CCCCN(CC)c1nc(-c2ccc([N+](=O)[O-])cc2)nc2ccccc12
→ 0.0	0	9	-0.3
Cc1cc(C(=O)N2CCN(C(c3ccccc3)c3ccccc3)CC2)no1
→ 0.0	6	-2	-0.4

# Continuation:
# Results follow in this order: FBW7 activator	MITF primary	TEAD-YAP inh	GPR151 activ
O=C(CC1CSc2nc3c(cnn3-c3ccccc3)c(=O)n21)N1CCCCCC1 (stereo not given)
→ 0.1	2	3	2.5
COc1ccccc1C(=O)NCCN1CCOCC1
→ -0.2	-3	5	1.1
O=C(COc1ccc(C=C2C(=O)NC(=O)NC2=O)cc1)Nc1ccc(F)cc1
→ -0.1	11	1	-1.2
CC(c1nc2ccccc2c(=O)[nH]1)N1CCCCC1 (stereo not given)
→ 0.1	-13	1	-1.3
CCCn1cc(NC(=O)C2CC(c3ccc(OC)c(OC)c3)NS(=O)(=O)N2C)cn1 (stereo not given)
→ 0.2	-1	-6	1.6
O=C(CCCCCn1c(=O)[nH]c2ccccc2c1=O)NCCc1ccc(Cl)cc1
→ -0.2	-11	-8	0.0
CC(=O)OCc1c(C)cc(C)c(/C=N/O)c1C
→ 0.3	9	-4	0.2
Cc1cccc(C)c1N(CC(=O)N1CCc2ccccc2C1)S(C)(=O)=O
→ -0.1	6	-2	0.5
CC(C)c1ccc(NC(=O)COc2ccc(C(C)C)cc2)cc1
→ 0.1	0	8	2.1
CCOCCCNC(=O)c1c[nH]c2ccc(S(=O)(=O)N(C)c3ccccc3C)cc2c1=O
→ 0.0	2	-3	3.1
FC(F)(F)c1cc2[nH]c(C3COc4ccccc4O3)nc2cc1-c1ccncc1 (stereo not given)
→ 0.0	-5	-15	8.0*
COc1ccc(CCNC(=O)CCCCCN2C(=O)c3ccccc3C2=O)cc1OC
→ 0.0	-10	-3	0.2
N#CSC(=O)/C=C/c1ccccc1
→ -0.1	-4	-50	-4.1
O=C(CCC1CCCN(C(=O)c2ccc3nc[nH]c3c2)C1)N1CCN(c2ccccn2)CC1 (stereo not given)
→ 0.4	2	7	1.3
COc1ccc(/C=C/C(=O)C2(OC(C)=O)CCCCC2)cc1
→ 0.6	17	6	-1.1

# (list continues)
# Results follow in this order: FBW7 activator	MITF primary	TEAD-YAP inh	GPR151 activ
COc1ccc(OCC(=O)N/N=C(\C)CC(=O)Nc2c(C)cc(C)cc2C)cc1
→ -0.1	-5	8	0.3
COC(=O)c1ccccc1-n1c(=O)c2ccccc2c2ccccc2c1=O
→ 0.3	9	-4	0.4
Cc1nn(C)c(C)c1-c1nc2c(NCc3cccnc3)ncnc2n1C(C)C
→ 0.6	12	-4	7.1*
COc1cc(OC)cc(C(=O)Nc2ccc(NC(=O)c3ccc(C(C)(C)C)cc3)cc2)c1
→ -0.3	14	7	0.3
Nc1ncc(Br)cc1S(=O)(=O)N(CCc1ccccc1)Cc1ccccc1
→ 0.0	1	-5	9.3*
CC(=O)C(C)n1c(=O)c2c(nc3n(-c4ccc(F)cc4)c(-c4ccccc4)cn23)n(C)c1=O (stereo not given)
→ -0.1	-6	-8	-0.7
COC(=O)Nc1ccc(C(C)(C)C)cc1[N+](=O)[O-]
→ 0.5	14	-5	-1.9
CC(=O)c1c(C)[nH]c(C(=O)NCc2ccccc2Cl)c1C
→ 0.7	17	-8	-1.1
O=C(O)CCNC(=O)c1ccc([N+](=O)[O-])cc1
→ 0.2	-11	3	-0.2
CCC(C)NC(=O)CS(=O)Cc1nc(-c2cccc(OC)c2)oc1C (stereo not given)
→ 1.3	16	-14	-0.4
